Source: PubChem (several laboratories)
PDI turbidity: blocks human protein disulfide isomerase activity. P07237. PDI insulin aggregation turbidity, A650, 90 min. inhibition, % at 10 µM. 350,000 compounds, 0.052% hits. AID 588391;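 active = mean inhibition across replicates of 30% or more, whatever share of single replicates reach that level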;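 also: absorbance from insulin aggregation driven by PDI reduction with DTT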
Target sequence (P07237 whole entry, looked up): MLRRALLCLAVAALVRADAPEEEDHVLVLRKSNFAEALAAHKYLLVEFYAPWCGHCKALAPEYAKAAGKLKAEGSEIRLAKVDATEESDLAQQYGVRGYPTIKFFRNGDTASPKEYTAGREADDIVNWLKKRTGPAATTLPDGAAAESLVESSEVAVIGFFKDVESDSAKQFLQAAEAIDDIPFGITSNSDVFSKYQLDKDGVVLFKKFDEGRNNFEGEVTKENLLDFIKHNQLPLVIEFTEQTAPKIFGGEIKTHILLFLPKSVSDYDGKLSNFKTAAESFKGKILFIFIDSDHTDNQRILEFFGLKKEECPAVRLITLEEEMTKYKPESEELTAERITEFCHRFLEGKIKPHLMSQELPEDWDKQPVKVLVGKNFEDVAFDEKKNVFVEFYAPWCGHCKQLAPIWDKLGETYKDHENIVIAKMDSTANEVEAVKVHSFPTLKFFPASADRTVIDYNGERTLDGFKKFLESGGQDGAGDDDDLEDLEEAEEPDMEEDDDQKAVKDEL
m5-HT2A agonist: mouse HTR2A agonism via beta-arrestin recruitment | 360,000 compounds, 0.66% hits | P35363 | activation, % at 7.6 µM | CHO-K1 mHTR2A beta-arrestin complementation, luminescence; percent of 30 µM serotonin response;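 active = activation above a run cutoff, the mean activation of all tested compounds plus 3 SD, cut at about 14% in these data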;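 also: 0% = plate median of compound wells and 100% = 30 µM serotonin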
Cardio protect: myocardial damage modulation in H9c2 cells; 360,000 compounds, 0.63% hits; AID 588492; H9c2 cardiomyocytes, H2O2 injury protection, ATPLite, 2 h; protection from H2O2 cell death, % at 20 µM;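 active = compounds giving at least 50% protection of heart cells from peroxide-induced death in the single-dose screen, raw or plate-pattern-corrected value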;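 also: 0% = DMSO wells with peroxide and 100% = DMSO wells without peroxide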
NR2E3 ag-1: human photoreceptor-specific nuclear receptor agonism | AID 602229 | Q9Y5X4 | 360,000 compounds, 0.35% hits | CHO-S Gal4-NCOR/VP16-NR2E3 two-hybrid, luciferase | inhibition of corepressor binding, % at 3.98 µM;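 active = inhibition above the mean of all tested compounds plus 3 SD, cut at about 70% in these data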;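 also: 0% = DMSO with NR2E3 transfected cells and 100% = cells lacking NR2E3 construct; higher means lower luciferase signal from less NR2E3 corepressor binding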
Target sequence (Q9Y5X4 whole entry, looked up, the tested form may be a part): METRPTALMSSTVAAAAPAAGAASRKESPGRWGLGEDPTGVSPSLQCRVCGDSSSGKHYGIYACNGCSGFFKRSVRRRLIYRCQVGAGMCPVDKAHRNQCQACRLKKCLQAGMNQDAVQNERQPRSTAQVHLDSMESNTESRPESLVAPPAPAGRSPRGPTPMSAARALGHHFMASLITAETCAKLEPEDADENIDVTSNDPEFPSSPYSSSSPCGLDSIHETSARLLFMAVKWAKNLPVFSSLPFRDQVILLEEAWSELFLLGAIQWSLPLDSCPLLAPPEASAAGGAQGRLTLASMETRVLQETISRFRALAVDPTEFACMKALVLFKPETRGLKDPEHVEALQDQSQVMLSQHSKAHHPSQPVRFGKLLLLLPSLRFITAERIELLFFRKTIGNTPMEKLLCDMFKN
CaV13 ICDI inh: Disruptors of the CACNA1D IQ motif to Ca2+-dependent inactivation inhibitor domain association, primary screening, Förster resonance energy transfer in intact living … | 340,000 compounds, 0.098% hits | HEK cells, CFP/YFP FRET ICDI-IQ, plate reader, 10 min; percent FRET-ratio fall versus neutral wells | inhibition, % at 12.3 µM;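 active = mean replicate inhibition of at least 30% and at least 1% of replicates passing that level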;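 also: 0% = median of the neutral control wells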
iPSC survival up: hiPSC single-cell survival enhancement. survival enhancement, % at 20 µM. ATPlite luminescence; 100% = ROCK inhibitor wells, 0% = DMSO. AID 602274. 360,000 compounds, 0.044% hits; in the data active = survival enhancement above about 18%;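 also: cells exposed to compounds for 16 hours before the ATP read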
Peg3 promoter: reduces Peg3 promoter-driven luciferase expression in HeLa | HeLa PEG-Prom luciferase reporter, luminescence, overnight | inhibition, % at 20 µM | 360,000 compounds, 1.7% hits;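 active = inhibition of at least 50% at 20 µM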
NR2E3 ag-2: activates human photoreceptor nuclear receptor NR2E3; Q9Y5X4; GST-NR2E3/biotin-RetCOR TR-FRET, 1536-well; inhibition of corepressor binding, % at 4.78 µM; 320,000 compounds, 0.12% hits; AID 2300;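 active = percent inhibition above the cutoff of mean plus 3 SD of all tested compounds, set per screening campaign, cut at about 20% in these data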;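 also: 0% = DMSO wells and 100% = biotin wells as full block of FRET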
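Assay system: NR2E3–RetCOR corepressor complex. Quantity: 1.35 nM GST-NR2E3. Buffer or medium: pH 7.5 Tris-based buffer. Reagent: biotinylated RetCOR corepressor at 7 nM final. Schedule: 5 h at 4 °C. Detection: TR-FRET, emission read at 617 and 671 nm. Replicates: one well per compound, singlicate testing.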
HIF-2a block: inhibitors of HIF-2a. 360,000 compounds, 0.72% hits. AID 624352. 786-0 RCC cells HIF-2a reporter, luciferase luminescence, overnight. inhibition, % at 18.8 µM;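 active = inhibition of the luminescence signal of 40% or more relative to plate controls, in a single-dose primary screen at 18.75 µM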
Shn3 inh set2: Schnurri-3 reporter inhibition in Clone20 osteoblasts | Clone20 osteoblast Shn3 3'UTR firefly luciferase, 24 h | inhibition, % at 12.5 µM | 360,000 compounds, 0.52% hits;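 active = mean inhibition of at least 75% with every replicate also reaching 75%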;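 also: 0% = median of neutral control wells and 100% = pilot-screen positive control compound; some compounds past the cut are filed as inactive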
TRPM1 prom inh: MITF TRPM1 promoter inhibition in SK-MEL-5 cells. SK-MEL-5 TRPM1 promoter luciferase, 24 h. inhibition, % at 12.5 µM. 330,000 compounds, 0.83% hits;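 active = mean inhibition across replicates of 60% or more, whatever share of single replicates reaches that level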; also: values of inactives mirror those of a sister screen read the other way
Numbers without * were called inactive; x = no result given. This is a random part of the collection; any-hit rate near 3.9%.

A first look (two entries):
Results follow in this order: PDI turbidity	m5-HT2A agonist	Cardio protect	NR2E3 ag-1	CaV13 ICDI inh	iPSC survival up	Peg3 promoter	NR2E3 ag-2	HIF-2a block	Shn3 inh set2	TRPM1 prom inh
1: Cc1ccc(N=C2N=C(N)c3ccccc32)c(C)c1
    4.0	3.8	1.1	-2.7	x	0.0	8.2	-1.1	15.8	-32.2	6.3
2: C/C(=N/NC(=O)CNc1ccc(C)cc1)c1ccc(Cl)cc1
    7.7	-5.2	0.7	-32.6	x	-3.0	-19.7	2.6	-29.5	-23.4	-7.9

The list itself, repeating the preview:
Results follow in this order: PDI turbidity	m5-HT2A agonist	Cardio protect	NR2E3 ag-1	CaV13 ICDI inh	iPSC survival up	Peg3 promoter	NR2E3 ag-2	HIF-2a block	Shn3 inh set2	TRPM1 prom inh
1: Cc1ccc(N=C2N=C(N)c3ccccc32)c(C)c1
    4.0	3.8	1.1	-2.7	x	0.0	8.2	-1.1	15.8	-32.2	6.3
2: C/C(=N/NC(=O)CNc1ccc(C)cc1)c1ccc(Cl)cc1
    7.7	-5.2	0.7	-32.6	x	-3.0	-19.7	2.6	-29.5	-23.4	-7.9
3: Cc1cc(OCC(=O)OCC(=O)N(C)Cc2ccccc2C)ccc1Cl
    7.2	-1.2	-2.8	-13.2	-5.2	0.4	4.9	3.0	-23.8	-9.2	-2.8
4: O=C(CCNS(=O)(=O)c1ccc(Br)s1)NCc1ccc2c(c1)OCO2
    -0.5	-3.7	-0.5	-7.0	-5.2	0.4	3.6	6.4	15.6	-5.8	8.3
5: CCCCN(C(=O)c1ccc(C)c(S(=O)(=O)N2CCOCC2)c1)c1c(N)n(CC(C)C)c(=O)[nH]c1=O
    2.1	-4.1	-3.0	18.8	-6.1	-0.4	-4.6	2.3	8.0	10.3	6.2
6: COc1ccc(S(=O)(=O)NC(C)C(=O)NCC2CCCO2)cc1OC (stereo not given)
    0.5	0.9	-2.7	17.3	-7.1	-0.4	16.8	-0.1	13.1	2.0	-7.3
7: O=C(CSc1ncn(-c2ccccc2)n1)Nc1nccs1
    2.2	0.5	2.9	-7.5	-3.7	-1.7	-3.5	1.6	1.4	-22.3	9.4
8: O=C(OCc1ccccc1)N1CCC2CC1c1cc(NCCc3ccccc3)ccc12 (stereo not given)
    1.0	-7.2	-15.7	-11.7	-5.2	2.5	-67.4	x	-138.2	-4.9	-21.4
9: COc1ccc(Cl)cc1NC(=O)CSc1nnc(Cn2c(=O)sc3ccccc32)n1C
    x	-0.5	-12.1	-31.4	-1.4	1.4	13.5	1.1	12.0	-0.3	1.2
10: O=C(CN(C(=O)CCNC(=O)c1ccco1)c1ccccc1)NC1CCCC1
    -4.2	5.9	2.7	13.4	x	-2.3	18.5	3.3	9.8	9.0	1.4
11: COC(=O)c1ccc(N2CCN(S(=O)(=O)c3ccc(Br)cc3)CC2)c([N+](=O)[O-])c1
    -3.9	-1.1	-24.4	-6.7	x	3.5	-1.7	2.1	15.8	66.3	20.2
12: C(=C\c1ccccc1)/C=N/n1cnnc1
    -2.7	1.7	2.6	-31.8	x	1.4	-2.2	-3.4	1.8	-27.6	10.3
13: COC(=O)c1ccc(COc2ccc(-c3nnn(CC(N)=O)n3)cc2)cc1
    6.8	-2.9	-13.1	-16.9	-5.7	0.0	15.6	-0.3	-13.1	-16.7	-7.6
14: CCNC(=O)CC(=O)Nc1ccccc1C(=O)O
    -1.5	4.2	4.7	6.8	0.7	-2.3	-11.8	0.2	3.3	-18.1	9.2
15: O=C(NCCO)c1ccc(CSc2nc3ccccc3[nH]2)cc1
    -2.5	0.9	-10.1	-20.1	-5.5	-2.9	-62.6	2.0	-84.8	-8.9	-13.9
16: COC(=O)c1cc(Br)c(=O)n(Cc2ccc3c(c2)OCO3)c1
    -15.2	-2.2	2.5	0.8	x	6.0	13.6	2.4	22.7	0.4	4.4
17: Cc1cc(C)c(C#N)c(SCC(=O)Nc2ccccc2)n1
    10.6	3.1	2.5	-24.2	-4.6	-1.7	-233.3	-4.0	-172.3	-35.8	-62.7
18: CCN(NC(=O)C(O)(c1ccc(F)cc1)c1ccc(F)cc1)C(=O)c1ccccc1
    16.1	-0.2	3.9	-6.0	-14.6	0.7	9.8	2.5	15.9	-15.1	-14.7
19: CCOC(=O)N1CCN(C(=O)c2ccccc2N(Cc2ccccc2)S(=O)(=O)c2ccccc2)CC1
    -0.5	-8.1	10.0	-11.5	-7.8	-0.5	17.6	3.7	10.6	-15.9	-0.4
20: COc1nc(NS(=O)(=O)c2ccc(C)cc2)nc(C)c1Cl
    -1.8	-3.7	-6.5	-6.0	1.2	-1.0	0.4	1.6	15.5	-10.6	12.3
21: O=C(Nc1ccccc1)N(C1=NCCC1)c1ccccc1
    1.3	1.6	4.3	-12.7	-4.7	0.5	6.4	3.5	13.9	-18.3	2.8
22: S=C(NCCc1ccccc1)Nc1ccccc1Cl
    3.6	-2.2	-6.7	-27.7	-16.0	-0.1	-36.0	-0.2	-54.6	-62.9	-34.5
23: CCOc1ccccc1NC(=O)C1CCCN(S(=O)(=O)c2ccc(OC)c(C)c2)C1 (stereo not given)
    9.8	5.3	-3.9	-7.8	-3.7	-2.1	3.0	-0.8	7.4	21.7	3.1
24: NS(=O)(=O)c1ccc(Nc2nc(-c3ccc(O)cc3)cs2)cc1
    -9.7	-1.2	18.7	-0.9	-7.5	-0.8	19.6	0.2	-80.0	-6.3	-4.0
25: CCOc1ccc(C)cc1S(=O)(=O)N1CCCCC1
    7.2	-2.6	3.0	-5.8	-6.0	-2.3	5.4	-0.9	12.7	4.2	-3.3
26: CN1CCN(CCCOc2ccc(-c3ccccc3)cc2)CC1
    -2.0	-4.5	0.0	-46.9	-2.3	0.2	-225.1	-4.6	-190.4	-49.1	-66.1
27: C#CCn1c(=NC(=O)CN2C(=O)CCC2=O)sc2cccc(OC)c21
    1.5	-0.5	7.1	4.9	-6.2	-0.4	3.6	1.5	1.9	x	-8.4
28: Cc1cc(C)c2c(-n3cccc3)c(C(=O)NNS(=O)(=O)c3ccc(Br)cc3)sc2n1
    1.9	2.9	-0.2	-2.3	-4.5	-1.4	11.6	4.2	15.1	19.5	6.1
29: CCOC(=O)C1C(=O)NC(SCC(=O)Nc2nccs2)=C(C#N)C1c1ccccc1OCC (stereo not given)
    -0.5	0.0	4.1	8.1	x	5.1	12.1	-2.3	5.5	8.6	-6.9
30: C/C(=N\Nc1nc(N)cc(Cl)n1)c1cccc(N)c1
    7.8	-1.6	48.4	-92.9	-2.6	2.9	-24.2	1.2	-25.7	-23.5	-14.3
31: Cc1ccc(C(=O)OCC(=O)N2CCOCC2)c(C)c1
    0.4	4.4	-2.8	-0.8	-3.8	-0.8	-31.2	2.6	-39.4	-6.1	-6.3
32: CCOC(=O)c1sc(NC(=O)COC(=O)C(CCSC)NC(C)=O)nc1C (stereo not given)
    -4.2	5.1	6.7	-4.7	-2.9	-0.1	-8.2	-0.5	21.7	-12.1	-7.6
33: CCCn1c(SCC(=O)Nc2ccccc2Cl)n[nH]c1=O
    13.8	4.2	-1.2	-9.7	-4.5	-0.4	-2.0	-0.7	9.0	-1.3	4.7
34: Cc1cccc(-c2nsc(SCC(=O)Nc3cc(C)on3)n2)c1
    1.9	-3.5	-36.5	-3.9	-5.0	5.2	-53.1	-1.4	-20.2	-11.9	-38.1
35: COc1ccc(CNC(=O)C2CCC(=O)N2C(C)C)c(OC)c1 (stereo not given)
    4.7	0.3	-4.1	14.8	0.2	0.5	2.0	0.9	0.5	-10.7	-5.2
36: CCc1ccc(-n2c(C)cc(/C=N/NC(=O)c3ccncc3)c2C)cc1
    2.0	-4.9	-16.6	-26.6	-7.1	4.1	0.5	1.3	1.5	29.2	11.3
37: CCCn1c2c(c(=N)c3c1CCC3)CCC2
    -2.1	2.8	-5.9	-2.3	-4.8	0.3	9.6	-2.2	12.2	10.0	10.5
38: CCCCCn1c(Br)nc2c1c(=O)n(CC(N)=O)c(=O)n2C
    -1.5	0.0	-2.1	-33.4	-4.3	1.9	5.5	3.1	8.3	6.9	5.6
39: CCCCNC(=O)/C(C#N)=C/c1ccc(F)cc1F
    2.5	5.7	-0.8	-3.2	-4.6	-0.1	-7.0	-4.7	20.9	-8.2	3.3
40: Cc1ccc2c(N)[nH]nc2n1
    7.3	-0.8	-5.8	-4.7	3.9	-0.8	1.6	2.1	12.3	-5.8	1.3
41: COc1ccc(-c2c(C(F)(F)F)nn(C)c2NC(C)=O)cc1
    7.7	0.3	-3.3	-16.0	-1.0	0.8	7.2	-2.5	23.8	-8.1	0.2
42: CCc1cccc(C)c1NC(=O)Cc1ccsc1
    -2.7	11.4	-0.1	-8.6	-5.0	0.4	3.8	5.5	15.1	-18.4	-2.5
43: Cc1cccc(NS(=O)(=O)c2cccc([N+](=O)[O-])c2)n1
    -2.4	-0.6	-6.7	-0.1	-9.8	-0.2	2.9	4.2	8.6	-6.0	6.6
44: CC1=CC(C)(C)n2c(O)c(N=NC(N)=S)c3c(C)ccc1c32
    -6.7	2.1	4.9	1.4	-3.2	2.6	36.9	-1.0	-1.6	-45.1	-0.2
45: C=CCNc1nc(Cl)nc(Nc2ccc(OC)cc2OC)n1
    2.4	0.1	-5.7	-13.3	-9.4	2.0	-0.5	-5.1	13.5	14.6	2.0
46: Cc1ccc(Sc2ccc(N)cc2C#N)cc1
    -6.0	-4.8	6.8	-19.0	-2.0	1.8	5.7	0.7	3.2	1.0	4.0
